TexasRed autofl: compound fluoresces in the Texas Red spectral region; Compound fluorescence, Texas Red channel, 547/618 nm; stronger effect = higher value; max dye-equivalent concentration, M; 0.06% of 59,000 active; in the data active means max dye-equivalent concentration above about 10 nM; inconclusive means between about 1.1 nM and that limit
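Texas Red-region profiling: compounds in 100 mM Tris pH 8.0 were read at 547/618 nm after 15 min at room temperature. Intensities were normalized against a six-point Texas Red standard series to give dye-equivalent concentration.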
BRCT PPI green: BRCA1 BRCT-phosphoprotein interaction inhibition; P38398; BRCA1 BRCT-phosphopeptide binding, green fluorescence polarization; Potency, µM (titrated, usually from 76.9 µM), inactives show top-dose activity change, negative = inhibition, usual class: inhibitors; 0.05% of 75,000 active;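 further: potency means the concentration at half of the fitted maximal effect; plate controls were peptide without protein for full effect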
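Fluorescence polarization: His-tagged BRCT (~35 kDa BRCA1 C-terminus, 250 nM) bound to 100 nM fluorescein-labeled phosphorylated 10-aa BACH1 peptide, pH 7.3 phosphate buffer with DTT and Tween 20. Compounds incubated 12 min at room temperature; inhibition read as lowered polarization.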
Fluorescein fluor: compound fluoresces in the fluorescein spectral region | max fluorescein-equivalent concentration, M | 0.91% of 59,000 active | Compound autofluorescence, 480/540 nm, fluorescein-equivalent; stronger effect = higher value; in the data active means max fluorescein-equivalent concentration above about 10 nM; inconclusive means between about 1.1 nM and that limit
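Autofluorescence profiling; 100 mM Tris, pH 8.0; incubation 15 min at RT; ex/em 480/540 nm; result as fluorescein-equivalent concentration.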
Caspase-7 inhib: caspase-7 (human) inhibition, allosteric or competitive; P55210; recombinant caspase-7, Ac-DEVD-AFC fluorescence rate; Potency, µM (titrated, usually from 57.5 µM), without a hit: at the highest dose activity change, negative = inhibition, hits mostly inhibitors; 0.02% of 75,000 active; AID 889; active means well fitted inhibition curve with a large enough effect in the main read-out, with a control signal flat, not every such curve was filed as active; inconclusive means small, poorly fitted or top-dose-only effect, or a change in a side signal; further: potency means the concentration at half of the fitted maximal effect; % of control where 0% means no effect
Target sequence (P55210 24-198 limits assumed): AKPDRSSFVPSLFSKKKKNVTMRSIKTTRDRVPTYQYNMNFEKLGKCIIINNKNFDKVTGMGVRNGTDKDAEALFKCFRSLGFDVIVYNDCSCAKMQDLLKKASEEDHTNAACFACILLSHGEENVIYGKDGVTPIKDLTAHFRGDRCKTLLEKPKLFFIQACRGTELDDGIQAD
Target sequence (P55210 207-303 limits assumed): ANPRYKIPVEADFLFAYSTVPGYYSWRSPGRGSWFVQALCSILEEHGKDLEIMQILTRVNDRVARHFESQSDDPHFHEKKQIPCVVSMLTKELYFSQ
4MU fluor: compound fluoresces in the 4-MU spectral region; max dye-equivalent concentration, M; AID 589; 11% of 59,000 active; compound autofluorescence, 340/450 nm, 4-MU equivalents; stronger effect = higher value; in the data active means max dye-equivalent concentration above about 10 nM; inconclusive means mostly about 1.1 nM to 9.6 nM
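Intrinsic fluorescence at 340/450 nm (ex/em) was read after 15 min at room temperature in pH 8.0, 100 mM Tris. Each compound concentration expressed as 4-MU-equivalent concentration from a six-point 4-MU standard series on each plate.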
BRCT PPI red: inhibitors of human BRCA1 BRCT-phosphoprotein interaction (red fluorophore); Potency, µM (series often up to 76.9 µM), inactives show at the highest dose activity change, negative = inhibition, hits mostly inhibitors; AID 892; BRCT-phosphopeptide binding, red fluorescence polarization; 0.03% of 75,000 active; further: on the % scale 0 is the no-effect control and ±100 the full control effect
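Fluorescence polarization: 100 nM His-tagged BRCA1 BRCT with 100 nM TAMRA-labelled phospho-BACH1 decapeptide, phosphate buffer pH 7.3 with 150 mM NaCl, DTT, 0.01% Tween 20; 12 min RT. Binding inhibition seen as FP decrease.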
Rhodamine autofl: rhodamine region autofluorescence. Rhodamine-region fluorescence, 547/598 nm, Tris buffer; stronger effect = higher value. max dye-equivalent concentration, M. 0.05% of 59,000 active. AID 594; in the data active means max dye-equivalent concentration above about 11 nM; inconclusive means between about 1.1 nM and that limit
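Read-out is relative fluorescence at 547 nm excitation and 598 nm emission, expressed as dye-equivalent concentration using rhodamine standards on every plate. Each compound was profiled across a concentration series after 15 min in 100 mM Tris, pH 8.0.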
Casp1 inh: allosteric or competitive inhibitors of human caspase-1 | P29466 | Caspase-1 enzyme, Ac-WEHD-AFC fluorogenic rate | Potency, µM (series often up to 57.5 µM), for the others: at the highest dose activity change, negative = inhibition, most hits filed as inhibitors | 0.03% of 75,000 active | AID 900;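 further: potency means the concentration at half of the fitted maximal effect; plate controls were vehicle for no effect and no substrate for full effect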
USP2a inhib: blocks human ubiquitin-specific protease USP2a. 0.1% of 60,000 active. USP2a enzymatic assay, qHTS inhibition. Potency, µM (top dose mostly 38.3 µM), inactives show at the highest dose activity change, negative = inhibition, most hits filed as inhibitors. O75604. AID 927;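 further: potency means the concentration at half of the fitted maximal effect; nearly all actives have a fitted effect of over 60% in size; plate controls were DMSO for no effect and NEM full inhibition control for full effect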
Target sequence (O75604 whole entry, looked up): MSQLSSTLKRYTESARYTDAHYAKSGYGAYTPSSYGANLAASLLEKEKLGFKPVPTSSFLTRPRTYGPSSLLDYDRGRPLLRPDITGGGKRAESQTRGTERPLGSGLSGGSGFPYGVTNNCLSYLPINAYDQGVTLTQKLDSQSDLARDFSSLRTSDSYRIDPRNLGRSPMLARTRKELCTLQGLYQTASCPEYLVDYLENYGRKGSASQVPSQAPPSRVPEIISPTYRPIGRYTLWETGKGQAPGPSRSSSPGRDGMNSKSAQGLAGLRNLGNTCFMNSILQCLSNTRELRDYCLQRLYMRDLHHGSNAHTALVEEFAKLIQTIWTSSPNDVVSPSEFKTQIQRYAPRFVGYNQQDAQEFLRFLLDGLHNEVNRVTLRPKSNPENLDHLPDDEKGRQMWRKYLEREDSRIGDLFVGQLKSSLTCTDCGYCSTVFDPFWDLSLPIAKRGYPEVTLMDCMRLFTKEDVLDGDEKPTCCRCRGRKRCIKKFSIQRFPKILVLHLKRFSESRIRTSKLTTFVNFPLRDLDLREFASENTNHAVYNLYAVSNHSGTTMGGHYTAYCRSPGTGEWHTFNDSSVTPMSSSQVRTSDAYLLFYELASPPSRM
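Inhibition is measured in a cell-free coupled assay with 20 nM USP2 core, 20 nM Ub-PLA2 and 20 uM NBD C6-HPC, 2.5 h incubation. Activity normalized to NEM control.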
HEK293 cAMP cs: raises cAMP in parental HEK293 cells, TSHR agonist counter-screen. 2.5% of 73,000 active. AID 938. parental HEK293 CNG cAMP sensor, membrane potential fluorescence. Potency, µM (titrated, usually from 57.1 µM), inactives show at the top dose activation, most hits filed as activators; further: potency means the concentration at half of the fitted maximal effect; % of control where 0% means no effect; nearly all actives have a fitted effect of over 55% in size
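Counterscreen for endogenous-receptor signalling: CNG-channel HEK 293 cells report cAMP rise by membrane depolarization. After 60 min dye equilibration with 100 uM RO 20-1724, compounds incubated 30 min before bottom-read fluorescence at 590 nm.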
A350 autofl: compound fluoresces in the Alexa 350 spectral region. Compound autofluorescence, 340/450 nm, Alexa 350 dye-equivalents; stronger effect = higher value. max dye-equivalent concentration, M. 11% of 59,000 active; in the data active means max dye-equivalent concentration above about 10 nM; inconclusive means mostly about 1.1 nM to 9.6 nM
An asterisk follows results filed as active; i = inactive; ? = inconclusive; nt = not tested or not shown; & = joins results of further samples; [ ] = dose if it differs, or a comment. Unless noted, the call rests on the fitted dose curve; in most records, active means well fitted curve in the direction sought with a large enough effect; inconclusive means small, poorly fitted or top-dose-only effect, or another doubt; inactive means no such curve, though single readings can be large; an effect the other way counts as inactive or inconclusive. Only part of the results is shown; count on the stated rates, not on these rows.

SMILES	TexasRed autofl	BRCT PPI green	Fluorescein fluor	Caspase-7 inhib	4MU fluor	BRCT PPI red	Rhodamine autofl	Casp1 inh	USP2a inhib	HEK293 cAMP cs	A350 autofl
CCN(CC)CCNc1nc2c(c(=O)n(C)c(=O)n2C)n1C/C=C(/C)Cl	i	-1.3%	i	1%	i	0.2%	i	-7%	-3%	7%	i
COc1ccccc1C1/C(=C(/O)c2ccc(C)cc2)C(=O)C(=O)N1Cc1ccco1 (stereo unspecified)	i	nt	?	nt	i	nt	i	nt	nt	nt	i
C=CCN1CC(c2nc3ccccc3n2Cc2ccccc2)CC1=O (stereo unspecified)	i	1.2%	i	2%	i	-1.3%	i	-1%	2%	29%	i
COC(=O)[C@@H]1C[C@H]1[C@@H](NS(=O)(=O)c1ccc(-c2ccccc2)cc1)c1ccccc1	nt	-5.2%	nt	-1%	nt	0.9%	nt	-1%	nt	14%	nt
O=C(NCC1CCCO1)c1c(O)c2ccccc2[nH]c1=O (stereo unspecified)	i	-2.2%	i	0%	i	1.4%	i	-2%	1%	6%	i
Cc1ccc2[nH]c(=O)c(CN(CCN3CCOCC3)C(=O)Nc3ccccc3F)cc2c1	i	1.5%	i	4%	?	-1.6%	i	0%	16%	23%	?
CCc1nc(SCC(=O)Nc2ccccc2C(=O)OC)n[nH]1	?	-1.0%	?	0%	i	-0.6%	i	-1%	3%	7%	i
CCCc1n[nH]c(=O)[nH]1	?	-3.0%	i	0%	i	1.0%	i	0%	-1%	12%	?
CCOC(=O)c1nnn(-c2nonc2OC)c1-c1ccccc1	i	0.2%	i	1%	i	0.3%	i	1%	5%	15%	i
c1ccc(CCc2nn3c(-c4ccncc4)nnc3s2)cc1	i	0.0%	i	0%	i	-1.6%	i	-1%	19%	5%	i
C=CCN1C(=O)C2(c3ccccc31)C1CCCC=C1C(C#N)=C(N)C2(C#N)C#N (stereo unspecified)	i	0.8%	i	-5%	i	-0.7%	i	-6%	-4%	18%	i
COC(=O)[C@H](Cc1ccccc1)NC(=O)N1CC(C)OC(C)C1 (stereo partly specified)	i	-2.9%	?	0%	i	-0.7%	i	0%	-1%	2%	i
COc1ccc(CC(=O)n2c(CC#N)nc3ccccc32)cc1OC	i	nt	i	nt	i	nt	i	nt	nt	nt	i
COc1ccc(CCNC(=O)c2ccncc2)cc1OC	nt	-1.7%	nt	1%	nt	0.4%	nt	-1%	-4%	7%	nt
Cc1ccc(NC(=O)c2cnccn2)c(OC(F)F)c1	i	-2.0%	i	0%	i	1.2%	i	-2%	10%	24%	i
COc1ccc(OC)c(N(CC(=O)NCCSc2ccccc2)S(C)(=O)=O)c1	nt	-0.8%	nt	1%	nt	-1.7%	nt	-3%	5%	5%	nt
CCCCc1cc2c(c(NC(C)=O)n1)c(=O)oc1ccccc12	nt	-1.1%	nt	-4%	nt	1.7%	nt	1%	nt	6%	nt
COC(=O)NC1(C(F)(F)F)NC(=O)N(C2CCCCC2)C1=O (stereo unspecified)	i	0.0%	i	0%	i	1.0%	i	2%	5%	-5%	i
C=CCc1ccc(OC)c(OC)c1	nt	-4.3%	nt	3%	nt	0.0%	nt	1%	nt	5%	nt
c1csc(-c2csc(-c3cccs3)n2)c1	i	-0.7%	i	0%	?	-0.5%	i	-3%	-7%	23%	?

The closing 3 entries of the section before lead into the next.
SMILES	TexasRed autofl	BRCT PPI green	Fluorescein fluor	Caspase-7 inhib	4MU fluor	BRCT PPI red	Rhodamine autofl	Casp1 inh	USP2a inhib	HEK293 cAMP cs	A350 autofl
COC(=O)NC1(C(F)(F)F)NC(=O)N(C2CCCCC2)C1=O (stereo unspecified)	i	0.0%	i	0%	i	1.0%	i	2%	5%	-5%	i
C=CCc1ccc(OC)c(OC)c1	nt	-4.3%	nt	3%	nt	0.0%	nt	1%	nt	5%	nt
c1csc(-c2csc(-c3cccs3)n2)c1	i	-0.7%	i	0%	?	-0.5%	i	-3%	-7%	23%	?
CCc1nnc(SCc2ccc(OC(C)C)cc2)n1N	i	-1.0%	i	0%	i	-2.3%	i	-2%	-2%	6%	i
CCCCC#Cc1nc(NC)c2ncn([C@@H]3O[C@@H](CO)[C@H](O)[C@H]3O)c2n1	nt	1.9%	nt	0%	nt	-1.0%	nt	2%	nt	0%	nt
CCCCCn1c(CN2CCCCC2CC)nc2c1c(=O)n(C)c(=O)n2C (stereo unspecified)	nt	-4.7%	nt	-1%	nt	-1.8%	nt	4%	nt	?	nt
Cc1cc(NC(=O)c2ccc(Br)c(S(=O)(=O)N3CCCC3)c2)no1	?	-0.9%	i	1%	i	-1.5%	i	-1%	7%	?	i
CCc1cccc(NC(=O)C2CCCC2)c1	i	-2.4%	i	0%	i	0.8%	i	0%	0%	19%	i
Cc1nc(CSc2nnc3scc(-c4ccccc4)n23)cs1	i	-1.7%	i	3%	i	-2.2%	i	0%	0%	13%	i
CCNS(=O)(=O)c1cc(S(C)(=O)=O)ccc1Cl	?	-1.4%	i	-1%	i	-0.4%	i	0%	-2%	5%	i
CCSc1nnc(N)s1	nt	-2.8%	nt	2%	nt	-0.3%	nt	2%	-1%	0%	nt
O=C1c2oc3ccc(Br)cc3c(=O)c2C(c2cccc(F)c2)N1CCO (stereo unspecified)	i	-0.8%	?	0%	i	1.1%	i	-1%	2%	7%	i
COc1cc(C2C(C(C)=O)=C(O)C(=O)N2CCc2c[nH]c3ccccc23)ccc1O (stereo unspecified)	i	-2.0%	?	0%	i	-0.1%	i	-1%	19%	1%	i
COc1cccc(OC)c1C(=O)n1nc(C)cc1C	i	-6.1%	?	-3%	i	0.5%	i	-2%	0%	5%	i
CCOCCCN(C(=O)Nc1ccc(CC)cc1)C1CCN(C(C)=O)CC1	i	-0.7%	?	-2%	i	1.4%	i	0%	6%	11%	i
CC(C)Sc1nc(N)c2c3c(sc2n1)CN(C)CC3	i	-2.1%	i	-2%	i	-1.8%	i	0%	3%	17%	i
Cc1nnc2n(-c3ccccc3)c(=O)c3c4c(sc3n12)COC(C)(C)C4	i	nt	i	nt	i	nt	i	nt	nt	nt	i
O=C(CSc1nc2c(c(=O)n1-c1ccc(Br)cc1)SCC2)NCc1ccco1	i	0.5%	i	-5%	4.1e-08M*	-2.9%	i	-1%	34%[activator]	?	4.2e-08M*
CCOC(=O)c1c(C)[nH]c(C(=O)C(C)OC(=O)c2cccc(OCc3c(C)noc3C)c2)c1C (stereo unspecified)	i	0.8%	?	0%	i	0.5%	i	-2%	32%[activator]	6%	i
O=c1c(-c2cccc(Cl)c2)nc2cncnc2n1-c1ccccc1	i	-0.3%	i	-12%	?	-1.5%	i	-11%	173%[activator]	?	?
O=c1[nH]c2c(c3c1CCCC3)CCCC2	?	1.4%	?	2%	6.9e-08M*	1.0%	i	0%	-10%	0%	8.7e-08M*
COCCn1c(C)cc(C(=O)COC(=O)c2c(C)nn(Cc3ccccc3)c2C)c1C	?	-0.8%	?	1%	i	-1.7%	i	-3%	-13%	?	i
COCCn1cc(C(=O)NCCCN2CCC(C)CC2)c2c3ccccc3n(C)c2c1=O	i	-2.9%	i	0%	4.6e-07M*	0.4%	i	0%	10%	2%	4.9e-07M*
CCC(CC)C(=O)NCCc1cc2cc(C)c(C)cc2[nH]c1=O	nt	-2.8%	nt	0%	nt	-1.5%	nt	-2%	nt	?	nt
Cc1cc(C)c(C2C(C#N)=C(N)Oc3n[nH]c(C)c32)cc1CN1CCCC1 (stereo unspecified)	?	-0.7%	i	-2%	i	0.0%	i	-1%	3%	-7%	i
O=c1[nH]c2ccsc2c(=O)n1-c1ccc(F)c(Cl)c1	i	0.2%	i	2%	i	0.5%	i	3%	-3%	-12%	i
CCN(CC)C(=O)N1CCC(NC(=O)c2ccc(C(C)(C)C)cc2)CC1	i	1.2%	i	4%	i	1.3%	i	0%	5%	?	i
CCCOC1(NC(=O)c2ccccc2)C(C)=CC(=O)C=C1C	i	0.5%	i	1%	i	-1.4%	i	1%	3%	13%	i
COc1cccc(-c2nn(C)c3sc(C(=O)NCc4ccccn4)cc23)c1	i	0.2%	i	-1%	i	0.6%	i	-3%	42%[activator]	-4%	i
O=C(CN1CCN(S(=O)(=O)c2ccc(Cl)cc2)CC1)Nc1ccc(F)cc1F	nt	-2.9%	nt	-4%	nt	-0.2%	nt	-3%	nt	18%	nt
Clc1ccccc1-c1nnn(Cc2ccc(-c3nn[nH]n3)cc2)n1	i	-3.6%	?	-1%	i	-1.4%	i	0%	2%	30%	i
Cn1nnnc1SCC(=O)NC1CCCCC1	?	-1.4%	i	9%	i	0.8%	i	0%	-9%	1%	i
Cc1cc(=O)c2c(C)nn(-c3ccccc3)c2[nH]1	nt	-0.7%	nt	0%	nt	-0.7%	nt	-4%	nt	-2%	nt
Cc1noc(C)c1C(=O)Nc1sc(C)c(C)c1C#N	?	-0.9%	i	-1%	i	-0.1%	i	-1%	5%	3%	i
Cn1c(=O)[nH]c2ncn(C)c2c1=O	i	-2.2%&-2.0%	?	-2%&0%	i	1.5%&-2.6%	i	0%&1%	-12%&-4%	?	i
